# ATG4B inhibitor = inhibitors of human ATG4B cysteine protease. Q9Y4P1. ATG4B cleavage of LC3-PLA2, NBD-HPC fluorescence, 1 h. inhibition, % at 8.33 µM. 340,000 tested, 0.51% active. AID 504462; in the data active = inhibition above about 40%
# SENP8 block = blocks human SENP8 cleavage of Nedd8 substrate. recombinant SENP8, Nedd8 substrate fluorescence. inhibition, % at 20 µM. 360,000 tested, 0.64% active; in the data active = inhibition mostly above about 40%, no sharp cut-off; inactive = mostly below about 27%
# hIAP act = human IAP activation. P09923. purified human IAP, CDP-Star luminescence, 30 min; active compounds read high; 1 = vehicle-only enzyme, 0 = enzyme-free background. activation factor at 10 µM. 330,000 tested, 0.16% active;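 active = activation factor of the enzyme at least 2-fold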; also: the source names both 10 and 20 µM as test concentration; values of inactives mirror those of a sister screen read the other way
# Target sequence (P09923 whole entry, looked up): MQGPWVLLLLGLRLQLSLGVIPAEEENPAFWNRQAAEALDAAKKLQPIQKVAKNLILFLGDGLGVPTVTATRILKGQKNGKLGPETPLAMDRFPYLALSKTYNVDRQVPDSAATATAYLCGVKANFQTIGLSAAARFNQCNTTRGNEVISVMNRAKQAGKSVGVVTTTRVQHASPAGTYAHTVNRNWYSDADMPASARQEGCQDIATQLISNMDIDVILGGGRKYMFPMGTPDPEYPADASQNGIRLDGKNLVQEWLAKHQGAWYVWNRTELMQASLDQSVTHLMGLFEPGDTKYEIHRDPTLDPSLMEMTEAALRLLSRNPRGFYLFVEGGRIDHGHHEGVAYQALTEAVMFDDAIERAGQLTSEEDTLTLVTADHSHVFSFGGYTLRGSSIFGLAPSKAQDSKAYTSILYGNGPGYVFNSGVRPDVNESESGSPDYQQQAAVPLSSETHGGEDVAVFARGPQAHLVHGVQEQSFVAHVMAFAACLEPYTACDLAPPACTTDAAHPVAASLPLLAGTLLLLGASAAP
# SENP1 FRET inh = blocks the human SENP1 SUMO protease catalytic domain; inhibition, % at 10 µM; 360,000 tested, 0.21% active; recombinant SENP1 catalytic domain, CyPet-SUMO1-YPet FRET cleavage;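 active = inhibition at least 30% at 10 µM, raw YFP signal under a set limit, fluorescence ratio 0.5 to 1.5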;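 also: 0% = enzyme with DMSO and 100% = no enzyme wells; some results filed as inactive read as strong as hits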
# Target sequence (Q9P0U3 419-644 limits assumed): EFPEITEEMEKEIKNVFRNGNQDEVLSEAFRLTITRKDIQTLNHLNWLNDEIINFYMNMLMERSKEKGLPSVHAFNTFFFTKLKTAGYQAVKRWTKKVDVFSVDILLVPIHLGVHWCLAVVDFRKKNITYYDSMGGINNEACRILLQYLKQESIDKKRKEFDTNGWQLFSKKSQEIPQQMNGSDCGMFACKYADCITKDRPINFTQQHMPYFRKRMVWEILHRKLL
#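 Controls: no-enzyme wells low, DMSO-plus-enzyme wells high control. Test system: human recombinant His6-tagged SENP1 catalytic domain enzyme. Reagent: SFCypet-SUMO1-SFYpet FRET protein substrate, 25 nM final. Doses: one dose per compound, 10 µM, 0.5% DMSO. Detection: FRET, CFP and YFP emission. Timing: 50 min reaction at room temperature.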
# NR3A LBD binder = modulates the human NR3A ligand-binding domain; NR3A LBD differential scanning fluorimetry, Tm shift; 0% = protein alone, 100% = glycine-bound protein; Tm shift relative to glycine control, % at 25 µM; 340,000 tested, 2.5% active; AID 1259313;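 active = melting temperature shift of at least 10% of the positive control shift, at one fixed dose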
# MPTP block = blocks calcium-induced mitochondrial swelling; isolated mouse mitochondria, Ca2+ swelling absorbance, 30 min; inhibition, % at 10 µM; 360,000 tested, 1.4% active; AID 602449;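 active = inhibition of 50% or more, scaled per plate between neutral and stimulator controls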;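 also: 0% = DMSO wells given calcium and 100% = 1 mM EGTA wells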
# PfG6PD inh = PfG6PD (Plasmodium falciparum) enzyme inhibition | PfGluPho enzyme, NADPH resazurin-diaphorase fluorescence | inhibition, % at 20 µM | 350,000 tested, 0.78% active | AID 504690;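 active = inhibition reaching at least a set limit at 20 µM in the primary screen, cut at about 59% in these data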;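 also: 0% = DMSO wells with substrate and 100% = DMSO wells lacking glucose-6-phosphate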
# SENP6 inh = blocks the human protease SENP6 | 330,000 tested, 1.8% active | Recombinant SENP6 catalytic domain, aminoluciferin luminescence | inhibition, % at 10 µM | AID 2599;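 active = inhibition above about 50% at the single tested dose, limit read from the data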;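 also: plate controls were DMSO wells with enzyme for no effect and DMSO wells lacking enzyme for full effect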
# * = called active by the depositor; nt = not tested or not shown.
cpd | mol | ATG4B inhibitor | SENP8 block | hIAP act | SENP1 FRET inh
1 | CCCCC(=O)NC(=S)Nc1nnn(CCC)n1 | -11 | 11 | 1 | 0
2 | O=C(C1CCN(S(=O)(=O)c2cccs2)CC1)N1CCCCC1 | 1 | 4 | 0.92 | -1
3 | COc1ccc(/C=C2\SC(=S)N(CC(=O)OCC(=O)Nc3cc(Cl)cc(Cl)c3)C2=O)cc1 | -4 | 23 | 1.1 | -32
4 | Cc1cc(/C=N/NC(=O)CC2(C)OCCO2)c(C)n1-c1ccc(Cl)c(Cl)c1 | -1 | 2 | 1.2 | 2
5 | COc1ccc(OC)c2c1cc(C(=O)N[C@@H](C)C(=O)N[C@@H](C(=O)O)c1ccccc1)n2C | -6 | -281 | 1.1 | 0
6 | COc1cc(OC)c(OC)cc1/C=N/NC(=S)NCCN1CCOCC1 | -4 | -427 | 1.1 | 0
7 | Cc1cc2cc(C(c3nnnn3Cc3ccccc3)N3CCc4ccccc43)c(=O)[nH]c2cc1C (configuration not stated) | -6 | -66 | 1.1 | -24
8 | C=CCn1c(-c2ccc(Cl)cc2)ccc(C#N)c1=O | 9 | -22 | 0.88 | 1
9 | CC1CC(C)CN(C(=O)CNS(=O)(=O)c2ccc(Br)s2)C1 (configuration not stated) | -8 | -1 | 0.94 | 0
10 | O=C(CNC(=O)C(c1ccccc1)c1ccccc1)N/N=C/c1ccc(O)cc1O | -10 | -1 | 1.5 | -2
11 | c1csc(C2CCCN2c2nc3nonc3nc2NC2CC2)n1 (configuration not stated) | -5 | 6 | 1.1 | -61
12 | Cc1ccc(CCN2CC(C(=O)NC3CCCC3)CC2=O)cc1 (configuration not stated) | -4 | 36 | 1.1 | 4

cpd | NR3A LBD binder | MPTP block | PfG6PD inh | SENP6 inh
1 | -1 | -0.1 | 3 | 5
2 | 2 | 0.8 | -16 | 12
3 | 7 | 10 | 6 | -15
4 | -19 | -0.9 | 8 | 9
5 | 0 | -0.2 | -16 | 11
6 | 1 | 1.6 | -12 | 0
7 | -11 | 5.0 | 30 | 16
8 | -4 | 10 | 13 | 5
9 | -1 | 0.7 | 3 | 15
10 | -5 | 2.3 | -6 | -10
11 | 0 | -2.6 | 5 | -15
12 | -2 | 1.9 | -8 | -32

# (continued)
cpd | mol | ATG4B inhibitor | SENP8 block | hIAP act | SENP1 FRET inh
13 | COCCNC(=O)C1(C)Oc2ccccc2NC1=O (configuration not stated) | -1 | 14 | 1.2 | -2
14 | Cc1ccc(C(=O)NC(=S)NNS(=O)(=O)c2ccccc2)cc1 | 0 | 5 | 1.4 | 2
15 | CC(=O)Nc1cc(S(=O)(=O)Nc2ccc(C)cc2)c(C)cc1C | 1 | 18 | 0.78 | 1
16 | CN(C(=O)c1ccccc1C(=O)OCC(=O)Nc1ccc(S(N)(=O)=O)cc1)c1ccccc1 | -8 | 17 | 1 | 1
17 | O=[N+]([O-])c1ccc(N/N=C/c2cccs2)nc1 | 3 | -62 | 0.81 | -39
18 | CC(C)(C)C1CCc2onc(C(=O)Nc3ccc4c(c3)OCO4)c2C1 (configuration not stated) | 3 | 6 | 0.88 | 3
19 | O=C(Cn1c(=O)[nH]c2ccsc2c1=O)NC1CCCCCC1 | -4 | 3 | 0.97 | 1
20 | O=C(c1csc2c1CCCC2)N1CCN(c2ccc(F)cc2)CC1 | -12 | 4 | 1 | 5
21 | Cc1ccc(NCc2nnc(SCC(=O)NNC(=O)Cc3ccccc3)n2C)cc1 | -10 | 18 | 1.5 | 1
22 | CCOC(=O)CC1(C)NC(=O)c2c(C)sc(C(=O)OCC)c2N1 (configuration not stated) | 0 | -500 | 1.1 | 1
23 | NC(=O)c1ccsc1NC(=O)COC(=O)C1CCCN1C(=O)c1cccs1 (configuration not stated) | -12 | nt | 0.87 | nt
24 | COc1ccc(C2CC(c3cccc(Br)c3)=NN2c2ccc(S(N)(=O)=O)cc2)cc1 (configuration not stated) | 5 | -386 | nt | -27

cpd | NR3A LBD binder | MPTP block | PfG6PD inh | SENP6 inh
13 | 0 | 1.8 | -4 | -2
14 | -3 | -0.3 | -18 | 4
15 | -2 | -2.1 | 7 | -6
16 | -2 | -1.3 | 7 | -2
17 | 0 | 2.4 | 8 | 41
18 | -2 | 0.7 | -5 | -14
19 | 0 | 1.6 | 8 | 4
20 | 1 | -0.8 | 14 | -11
21 | -2 | -0.3 | -3 | -14
22 | -1 | -3.9 | -4 | 0
23 | 3 | nt | 4 | -6
24 | 27* | 0.3 | 23 | nt

# A different layout for 2 compounds above.
23: NC(=O)c1ccsc1NC(=O)COC(=O)C1CCCN1C(=O)c1cccs1 (configuration not stated)
  ATG4B inhibitor: -12
  SENP8 block: nt
  hIAP act: 0.87
  SENP1 FRET inh: nt
  NR3A LBD binder: 3
  MPTP block: nt
  PfG6PD inh: 4
  SENP6 inh: -6
24: COc1ccc(C2CC(c3cccc(Br)c3)=NN2c2ccc(S(N)(=O)=O)cc2)cc1 (configuration not stated)
  ATG4B inhibitor: 5
  SENP8 block: -386
  hIAP act: nt
  SENP1 FRET inh: -27
  NR3A LBD binder: 27*
  MPTP block: 0.3
  PfG6PD inh: 23
  SENP6 inh: nt

# Other entries.
cpd | mol | ATG4B inhibitor | SENP8 block | hIAP act | SENP1 FRET inh
25 | COc1ccc2oc(=Nc3ccc(C(=O)O)cc3)c(C(=O)NCc3ccco3)cc2c1 | -3 | -50 | 1.1 | -6
26 | Cc1cc2c(c(=O)n1Cc1cccnc1)C(c1ccc(F)cc1)C(C#N)=C(N)O2 (configuration not stated) | -14 | -372 | 0.8 | -17
27 | CC1(c2ccncc2)Nc2ccccc2-c2nc3ccccc3n21 (configuration not stated) | -5 | -312 | 1.3 | -3
28 | CC(C)S(=O)(=O)c1cnc(-c2cccnc2)nc1N | -5 | 11 | 1.1 | 0
29 | O=[N+]([O-])c1ccc(C(O)CN2CCN(c3ccccc3)CC2)cc1 (configuration not stated) | 7 | 17 | 1.2 | 1
30 | Cc1ccc(/C=N/Nc2nc3ccccc3s2)o1 | 6 | -76 | 1.4 | -24
31 | Nc1nc2cc(Br)ccc2o1 | 1 | 9 | nt | 0
32 | COc1ccc(/C=C2\N=C(c3c(-c4ccccc4)noc3C)OC2=O)cc1OC | 1 | -19 | 0.9 | -21

cpd | NR3A LBD binder | MPTP block | PfG6PD inh | SENP6 inh
25 | 1 | -2.0 | -4 | -22
26 | 2 | 1.9 | -7 | -6
27 | -20 | 1.6 | 24 | -2
28 | -1 | -0.4 | -1 | -16
29 | -1 | -0.8 | -12 | -14
30 | -16 | -0.2 | 27 | 97*
31 | 0 | -1.0 | 17 | nt
32 | -1 | 0.2 | 6 | -9

# Compounds listed so far containing a thiophene ring, fused or not:
cpd | mol | ATG4B inhibitor | SENP8 block | hIAP act | SENP1 FRET inh
2 | O=C(C1CCN(S(=O)(=O)c2cccs2)CC1)N1CCCCC1 | 1 | 4 | 0.92 | -1
9 | CC1CC(C)CN(C(=O)CNS(=O)(=O)c2ccc(Br)s2)C1 (configuration not stated) | -8 | -1 | 0.94 | 0
17 | O=[N+]([O-])c1ccc(N/N=C/c2cccs2)nc1 | 3 | -62 | 0.81 | -39
19 | O=C(Cn1c(=O)[nH]c2ccsc2c1=O)NC1CCCCCC1 | -4 | 3 | 0.97 | 1
20 | O=C(c1csc2c1CCCC2)N1CCN(c2ccc(F)cc2)CC1 | -12 | 4 | 1 | 5
22 | CCOC(=O)CC1(C)NC(=O)c2c(C)sc(C(=O)OCC)c2N1 (configuration not stated) | 0 | -500 | 1.1 | 1
23 | NC(=O)c1ccsc1NC(=O)COC(=O)C1CCCN1C(=O)c1cccs1 (configuration not stated) | -12 | nt | 0.87 | nt

cpd | NR3A LBD binder | MPTP block | PfG6PD inh | SENP6 inh
2 | 2 | 0.8 | -16 | 12
9 | -1 | 0.7 | 3 | 15
17 | 0 | 2.4 | 8 | 41
19 | 0 | 1.6 | 8 | 4
20 | 1 | -0.8 | 14 | -11
22 | -1 | -3.9 | -4 | 0
23 | 3 | nt | 4 | -6
